PRMT1 FP inh – PRMT1 methyltransferase inhibitors, primary screen, biochemical, fluorescence polarization | Protein arginine N-methyltransferase 1 (Homo sapiens), Q99873 | recombinant PRMT1, activity-based probe fluorescence polarization | inhibition, % at 2.79 µM | 370,000 compounds, 1.3% hits;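 active = inhibition above about 21% made by adding two undisclosed values, limit read from the data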
DDE Tn7 FP inh – inhibitors of Tn7 peptide binding to fibrin DD(E), primary screen, biochemical, fluorescence polarization, human fibrin, Tn7 probe; Fibrinogen beta chain (Homo sapiens), P02675; FP displacement of FITC-Tn7 peptide from fibrin DD(E); 0% = median of compound wells per plate; inhibition, % at 8.3 µM; 370,000 compounds, 0.13% hits;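 active = inhibition above the mean of compounds falling within the control limits plus 3 SD of them, cut at about 14% in these data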;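 note: 0% = plate median of compound wells and 100% = 10 µM Aha-Tn7 peptide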
Target sequence (P02675 whole entry, looked up): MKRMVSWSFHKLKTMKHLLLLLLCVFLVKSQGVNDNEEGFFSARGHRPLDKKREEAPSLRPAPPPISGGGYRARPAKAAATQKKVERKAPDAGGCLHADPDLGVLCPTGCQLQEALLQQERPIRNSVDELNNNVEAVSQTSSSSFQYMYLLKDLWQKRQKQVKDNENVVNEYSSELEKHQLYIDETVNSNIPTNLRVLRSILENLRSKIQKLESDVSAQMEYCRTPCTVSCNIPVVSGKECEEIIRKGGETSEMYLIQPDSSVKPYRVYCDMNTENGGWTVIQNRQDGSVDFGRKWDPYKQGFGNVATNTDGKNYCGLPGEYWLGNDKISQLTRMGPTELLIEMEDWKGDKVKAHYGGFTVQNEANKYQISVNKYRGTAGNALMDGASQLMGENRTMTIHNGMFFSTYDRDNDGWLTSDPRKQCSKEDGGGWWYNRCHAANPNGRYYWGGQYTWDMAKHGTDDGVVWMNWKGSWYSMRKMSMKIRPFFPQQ
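System: human fibrin DD(E); quantity: Fibrin-DD(E) at 2 µM final; also added: fluorescent Tn7 probe at 0.1 µM; compound dosing: single nominal test concentration of 8.3 µM per compound; schedule: 10 min preincubation, 3 h with tracer, room temperature; detection: fluorescence polarization of the labelled Tn7 tracer; repeats: one replicate per compound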
LEDGF integ inh – blockers of LEDGF/p75-dependent integrase strand transfer – biochemical, TR-FRET, high throughput, primary screen | TR-FRET IN-LEDGF/p75 DNA integration, Eu/Cy5 | inhibition, % at 3.7 µM | 370,000 compounds, 0.64% hits | AID 743269, 2014;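 active = inhibition above the screen-wide mean plus 3 SD, cut at about 13% in these data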;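 note: signal is the Cy5 over europium emission ratio at 671 and 618 nm; 0% = plate median of compound wells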
UHRF1 MBD2 ctr – UHRF1 methylated DNA binding inhibitors, primary screen, counter-screen for MBD2 inhibitor project, biochemical, TR-FRET, human UHRF1, single concentration; UHRF1 binding to methylated oligo; inhibition, % at 4.4 µM; 370,000 compounds, 0.75% hits; in the data active = inhibition above about 21%;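 note: UHRF1 SRA domain binding a hemimethylated CpG hairpin DNA probe; 0% = median of test compound wells and 100% = reference inhibitor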
HTRA1 inh – HTRA1 serine protease inhibitors, primary screen, biochemical, fluorescence polarization, HTS; Q92743; recombinant HTRA1, FP-rhodamine activity-based probe; inhibition, % at 5.96 µM; 340,000 compounds, 0.5% hits; AID 504803, 2011; in the data active = inhibition above about 36%;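 note: 0% = enzyme with DMSO and 100% = wells lacking enzyme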
TCR-CD3 inh – inhibitors of human TCR-CD3 interaction, primary screen, biochemical, fluorescence, TAMRA-labeled TCR probe. T-cell receptor (TCR). inhibition, % at 9.4 µM. 360,000 compounds, 0.37% hits. AID 651800, 2012; in the data active = inhibition above about 19%;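 note: recombinant mutant TCR 2C K166C tagged with TAMRA read by polarization; 0% = receptor in buffer alone and 100% = receptor with positive control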
mABHD4 FP – ABHD4 inhibitors, primary screen, biochemical, fluorescence polarization, mouse; inhibition, % at 8.92 µM; AID 720543, 2013; purified mABHD4, FP-Rh probe fluorescence polarization; (Lyso)-N-acylphosphatidylethanolamine lipase (Mus musculus), Q8VD66; 370,000 compounds, 0.54% hits;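 active = inhibition exceeding the mean over every tested compound plus 3 SD, cut at about 30% in these data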;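 note: 0% = plate median of compound wells and 100% = S159A mutant with DMSO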
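System: mouse ABHD4 enzyme, wild type / Medium: HEPES pH 7.0, NaCl, Pluronic buffer / Reagent: FP-Rh activity-based fluorescent probe / Control set: S159A mutant high control, sample median low control / Detection: fluorescence polarization with parallel and perpendicular emission, 525/598 nm / Schedule: 45 min + 60 min at 25 °C / Compound dosing: 8.92 µM, single dose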
TDP2 absorb – human TDP2 enzyme inhibitors, primary screen, biochemical, epi absorbance, recombinant enzyme; Tyrosyl-DNA phosphodiesterase 2 (Homo sapiens), O95551; T5PNP hydrolysis, p-nitrophenol absorbance 415 nm; inhibition, % at 12.8 µM; 370,000 compounds, 0.34% hits; AID 720702, 2013;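 active = inhibition above the mean of all tested compounds plus 3 SD, set per campaign, cut at about 25% in these data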;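 note: 0% = DMSO with enzyme and 100% = buffer with substrate but no TDP2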
Target sequence (O95551 whole entry, looked up): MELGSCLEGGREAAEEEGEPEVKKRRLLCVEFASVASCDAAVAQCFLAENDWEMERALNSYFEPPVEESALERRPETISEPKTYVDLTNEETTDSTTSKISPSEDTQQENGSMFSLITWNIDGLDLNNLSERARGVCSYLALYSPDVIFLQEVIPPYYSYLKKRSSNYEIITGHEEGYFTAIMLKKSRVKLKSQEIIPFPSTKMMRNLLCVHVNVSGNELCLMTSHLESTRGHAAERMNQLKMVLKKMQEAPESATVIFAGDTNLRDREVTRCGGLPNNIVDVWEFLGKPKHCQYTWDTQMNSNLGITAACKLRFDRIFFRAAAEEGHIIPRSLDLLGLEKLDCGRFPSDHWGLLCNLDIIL
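Test system: human TDP2 enzyme; Input: 120 nM TDP2 per well; Buffer or medium: Mg2+-containing Tris-HCl buffer, pH 7.5; Reagent: 5 mM T5PNP; Dosing: 12.8 µM single point, 1% DMSO; Incubation: reaction 2 h, 37 °C; Detection: p-Nitrophenol epi absorbance; Read-out: % inhibition relative to enzyme-containing and enzyme-free wells; Replicates: single well per compound.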
SIAE inh – human SIAE inhibitors, primary screen, biochemical, fluorescence polarization, FP-Rh probe, 1536-well HTS. inhibition, % at 9.66 µM. Sialate O-acetylesterase (Homo sapiens), Q9HAT2. SIAE FP-Rh probe binding. 370,000 compounds, 0.69% hits;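 active = inhibition above a cutoff: mean of compounds within the control limits plus 3 SD of those, cut at about 17% in these data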;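 note: 0% = plate median of compound wells and 100% = probe without SIAE protein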
PG9 binder – binders of HIV-1 gp120 antibody PG9, primary screen, biochemical, TR-FRET; TR-FRET gp120-PG9 antibody binding; inhibition, % at 6.7 µM; AID 624416, 2012; HIV-1 gp120 / PG9 antibody interaction; 360,000 compounds, 0.43% hits; in the data active = inhibition above about 8.5%
An asterisk follows results filed as active; / = not tested or not shown; & = joins results of further samples.

SMILES	PRMT1 FP inh	DDE Tn7 FP inh	LEDGF integ inh	UHRF1 MBD2 ctr	HTRA1 inh	TCR-CD3 inh	mABHD4 FP	TDP2 absorb	SIAE inh	PG9 binder
COc1cc2c(cc1OC)C(COc1ccccc1OC)N(C(=O)c1ccco1)CC2 (stereo not given)	1	1	-3	1	5	-3	2	1	-5	-1.7
Cc1ccc(-c2nnn(CC(=O)N(CC(=O)NCC3CCCO3)c3ccccc3)n2)o1 (stereo not given)	2	-8	-1	-2	-4	8	-3	8	2	0.0
CCc1ccccc1NC(=O)N1C2CCCC1CC(NC(=O)C(C)(C)C)C2 (stereo not given)	0	-6	1	8	1	3	3	0	-2	2.4
CCCCC(=O)Nc1cccc(NC(=S)NC(=O)COc2ccccc2Cl)c1	-1	-10	-2	-3	-2	5	4	-11	-7	-1.9
CC(C)(C)C1CCc2onc(C(=O)Nc3cccnc3)c2C1 (stereo not given)	-1	-3	-3	2	-13	-9	4	1	-2	0.9
CCOC(=O)NC(=O)C(/C=N/c1sccc1C(=O)OC)=C(\C)O	45*	29*	5	-5	/	6	16	-1	-1	-0.6
COc1ccc(-c2csc(-n3cccn3)n2)cc1	6	1	-6	-1	-10	-4	-1	-14	-4	-1.7
Cc1cc(C)n(-c2cccc(CN3CCC(CO)(Cc4ccccc4)CC3)c2)n1	-2	-2	-3	0	0	-1	4	-6	10	-0.9
COCCN1C(=O)C(O)=C(C(C)=O)C1c1ccc(F)cc1 (stereo not given)	5	-2	-3	-4	-1	-4	2	4	2	1.5
COc1ccc(-n2cnc3c(sc4nc(N5CCOCC5)c5c(c43)CCCC5)c2=O)cc1	-7	-5	-4	9	0	6	-1	-14	1	0.6
Cc1ccc2cc(C)c3nnc(SCC(=O)Nc4nc5c(s4)CCCC5)n3c2c1C	-2	8	2	1	-12	-1	-4	-14	-4	-6.1
O=C(NC1CC1)c1ccc(-c2ccc3nccn3c2)cc1	1	3	-2	-4	/	-3	-3	0	9	-0.1
N#Cc1ccccc1OCC(=O)Nc1cccc(S(=O)(=O)N2CCCC2)c1	0	0	-2	1	-11	-7	1	0	-9	0.4
CC1CCCC(NC(=O)COC(=O)[C@@H]2CC(O)CN2S(=O)(=O)c2ccc3c(c2)OCCO3)C1C (stereo not given in full)	1	-9	3	1	-1	5	-6	5	-6	-1.5
CCCCNC(=O)N1CCOCCOCCN(C(=O)NCCCC)CCOCC1	0	-10	-1	3	-3	3	9	-10	1	-1.7
O=C(c1ccccc1F)N1CCN(Cc2ccccc2F)CC1	1	-4	4	2	1	-7	3	13	9	-1.1
COc1ccc(NC(=O)c2ccccc2C)c(OC)c1	0	0	4	-3	4	8	-3	-3	7	-2.0
CN(C)c1ccc(CNC(=O)/C=C/[C@H]2O[C@@H](n3cnc4c(NC(=O)c5ccccc5)ncnc43)[C@H](O)[C@@H]2O)cc1	1	3	-1	-3	/	5	3	1	2	-2.3
CCCCNC(=O)Nc1ccc2c(c1)N(C)C(=O)c1ccccc1S2	0	-2	-3	-1	-7	-2	-19	11	-7	-1.2
CCN(CC(=O)Nc1cc(Cl)ccc1C)C(=O)C1COc2ccccc2O1 (stereo not given)	4	0	-5	0	-12	-1	-4	-2	7	1.4
CCN1/C(=C\C(=S)Nc2ccccc2)Sc2ccccc21	71*	-4	2	-4	11	1	10	-14	14	-4.4
Cc1c(OCc2ccccc2)c(=O)ccn1Cc1ccc(Cl)cc1	0	2	1	-2	-51	-8	-19	4	-4	0.3
C=CCNC(=O)COCc1cc(-c2ccc3c(c2)OCO3)on1	-7	-4	9	-2	-2	-2	4	-8	9	-3.8
CN(C(=O)CCCN1C(=O)c2ccccc2C1=O)C1CCCCC1	0	-2	-5	-1	14	-1	-4	-4	-4	-2.3
N/C(=N\OC(=O)c1ccc(Cl)cc1)c1ccn[nH]1	-1	5	0	-4	-1	-6	2	13	3	0.6
COc1cc(NC(=O)c2sc3ncn(CC(=O)N4CCC(C)CC4)c(=O)c3c2C)cc(OC)c1OC	5	11	-3	2	3	-8	-5	-4	-10	-0.2
CSc1ccc(C(=O)NC2CCSc3ccccc32)cc1 (stereo not given)	0	-5	2	-2	-3	4	-4	13	4	16*
CC(=O)N1N=C(c2ccco2)CC1c1ccc(Cl)o1 (stereo not given)	11	3	11	33*	6	11	10	0	0	-1.1
CC12CCC(C(=O)N(CC3CO3)C1=O)C2(C)C (stereo not given)	-5	-2	-2	-1	9	6	4	14	6	0.0
CCOC(=O)c1[nH]c(C)c(C(=O)N2CCN(c3ccccc3OC)CC2)c1C	2	7	1	3	-4	-7	-9	-6	-5	1.2
O=C(CC1NCCN(Cc2ccccc2)C1=O)Nc1ccc(Cl)cc1 (stereo not given)	-7	-1	5	7	2	-5	-11	2	0	-2.4
CCCCNC(=O)c1nc(C2CCN(S(=O)(=O)c3ccccc3C(F)(F)F)CC2)oc1-c1ccccc1	-4	-7	-10	-2	/	-2	-7	0	-6	0.3
Cc1ccc(CN(C)C(=O)c2ccc(S(=O)(=O)N(C)c3ccccc3)cc2)o1	3	2	2	-1	-1	0	-1	0	13	2.2
COC(=O)C(CSCc1ccccc1)NC(=O)CSc1nc(N)cc(=O)[nH]1 (stereo not given)	-5	1	4	2	0	-1	-1	6	12	-1.7
Cc1nnc(SCCN2C(=O)c3ccccc3C2=O)nc1C	-1	-1	2	2	-2	-7	-10	-4	0	-0.8
Cc1ccc(NC(=O)CSc2ccc(-c3cccnc3)nn2)c(C)c1	51*	6	-3	7	0	1	4	-6	-12	-1.6

An excerpt from above in order of heavy-atom count, rising:
SMILES	PRMT1 FP inh	DDE Tn7 FP inh	LEDGF integ inh	UHRF1 MBD2 ctr	HTRA1 inh	TCR-CD3 inh	mABHD4 FP	TDP2 absorb	SIAE inh	PG9 binder
O=C(CC1NCCN(Cc2ccccc2)C1=O)Nc1ccc(Cl)cc1 (stereo not given)	-7	-1	5	7	2	-5	-11	2	0	-2.4
COC(=O)C(CSCc1ccccc1)NC(=O)CSc1nc(N)cc(=O)[nH]1 (stereo not given)	-5	1	4	2	0	-1	-1	6	12	-1.7
CCCCNC(=O)c1nc(C2CCN(S(=O)(=O)c3ccccc3C(F)(F)F)CC2)oc1-c1ccccc1	-4	-7	-10	-2	/	-2	-7	0	-6	0.3

Continued.
SMILES	PRMT1 FP inh	DDE Tn7 FP inh	LEDGF integ inh	UHRF1 MBD2 ctr	HTRA1 inh	TCR-CD3 inh	mABHD4 FP	TDP2 absorb	SIAE inh	PG9 binder
Cc1nn(C)c(C)c1CN(C)C(=O)c1cc2nc(-c3ccco3)cc(C(F)(F)F)n2n1	1	-12	-2	-2	0	4	7	-3	7	-1.7
COc1ccc(CNCC(O)COc2ccc(C)cc2[N+](=O)[O-])cc1 (stereo not given)	-3	2	1	-1	2	-1	-2	-4	6	-0.4
CN(C)c1nc(NCc2ccccc2)nc(SCC(=O)Nc2ccc(Cl)c(Cl)c2)n1	-1	-4	0	1	-97	6	3	-6	-104	-1.3
C[C@@H]1CCCCO[C@@H](CN(C)Cc2ccccc2)[C@@H](C)CN([C@H](C)CO)C(=O)c2cc(NC(=O)Nc3cccc4ccccc34)ccc2O1	-3	5	-2	-1	-33	-5	4	5	-2	0.5
Cc1ccc(S(=O)(=O)N2C[C@H]3[C@H]4C(=O)N(c5ccccc5)C(=O)[C@H]4C[C@H](OC(=O)Nc4c(C)noc4C)[C@@]3(O)C2)cc1	2	-6	4	2	-7	2	1	-8	-8	-0.3
COc1cc(/C=C/C(=O)OCC(=O)Nc2sc3c(c2C#N)CCC(C)C3)ccc1OCC#N (stereo not given)	2	-1	2	-1	-1	-4	7	5	-10	-0.9
CC(NC(=O)CSc1nc2ccccc2c(=O)n1CCCO)c1ccccc1 (stereo not given)	-4	0	2	1	-1	2	-3	9	0	-0.2
C[C@@]12C(=O)Nc3ccc(Cl)cc3C(=O)N1[C@H]1c3cc(Br)ccc3OC[C@@H]1[C@@H]2c1ccccc1	-2	-1	-1	-3	-57	2	-64	2	-83	-2.4
O=[N+]([O-])c1ccc(NC(=S)N/C(=N/CS(=O)(=O)c2ccccc2)c2ccccc2)cc1	4	10	-2	0	-1	1	1	-1	1	1.4
COc1ccc(C(=O)NC(=S)N2CCC(C)CC2)cc1Br	6	2	3	-1	-1	-2	12	-7	1	-0.6
CC(=O)c1ccc(NC(=O)Nc2cccc3ccccc23)cc1	-2	-2	3	-4	-10	6	-4	-1	0	1.1
O=Cc1cc(N=Nc2cccc(C(=O)O)c2)ccc1O	6	-5	1	11	11	-6	18	-6	-33	-2.7
O=C(N[C@@H](Cc1cccnc1)C(=O)N1CCC[C@H]1C(=O)NC1CCCC1)C1CC1	0	5	-3	3	/	1	-3	10	-1	-0.8
CCOc1ccc(C(=O)NCC(=O)NCC(c2ccccc2OC)N2CCCC2)cc1 (stereo not given)	-3	-5	3	-2	-1	10	4	4	2	0.4
CCCCCCCC(=O)OCC(O)CO (stereo not given)	0	9	-3	0	2	9	6	-10	-7	-0.1
O=C1CCc2cc(S(=O)(=O)N3CCN(c4ccccc4F)CC3)ccc2N1	-2	-4	7	1	-3	-2	-1	-22	7	2.0
CC(=O)N[C@@H]1C=C[C@@H](CC(=O)NCc2ccc(Cl)cc2)O[C@@H]1CO	-1	-1	-1	2	/	-4	0	5	-2	0.8
COc1ccc(OC)c(N=Nc2c(O)c3ccccc3[nH]c2=O)c1	1	-12	3	0	12	-10	4	-1	-6	-13
NCc1ccc(S(N)(=O)=O)cc1	1&-2	3&3	-4&1	1&1	-3&-2	-5&4	2&6	-4&5	-4&6	-2.8&-2.3
Cc1cccc(CCNC(=O)CCc2nnc(CCc3ccccc3)o2)n1	-4	-1	0	0	3	-3	11	-4	2	0.3
O=C1CC(c2cc3c(cc2Br)OCO3)C2=C(CCCC2=O)N1 (stereo not given)	-3	4	2	1	8	7	-1	-5	-6	1.1
Cc1sc2cc3c(c(C(=O)c4ccccc4)[n+]2c1C)-c1cccc2cccc-3c12	-3	-4	1	-8	/	0	1	-20	0	-8.3
COc1cccc2cc(C(C)N(CCCN3CCOCC3)C(=S)Nc3c(C)cccc3C)oc12 (stereo not given)	-3	-2	-3	0	-5	-3	5	2	-2	1.5

Random draw from the library; overall some 4.2% were active at least once.
